# Source: PubChem (Southern Research Specialized Biocontainment Screening Center)
# H37Rv inhibition: M. tuberculosis growth inhibition, HTS (AID 449762). M. tuberculosis H37Rv growth inhibition, 7H9 media; higher % means a stronger effect. actives 0.59% (n = 330,000). inhibition, % at 25 µM; hits with a dose series show IC50 in µM; in the data active = a potency from the dose series; inconclusive = inhibition above about 70% without an active follow-up result;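 note: bacterial growth assessed after seven days of incubation; strong numbers were not always called active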
# VEEV TC-83 Vero: inhibitors of VEEV TC-83 cytopathic effect, confirmation, Vero cells (AID 588727); Vero cells, VEEV TC-83 cytopathic effect inhibition; higher % means a stronger effect; inhibition, % at 20 µM; hits with a dose series show IC50 in µM; actives 0.13% (n = 350,000); in the data active = a potency from the dose series; inconclusive = inhibition mostly from about 14% at the one dose, without a potency; inactive = the rest, 99 in 100 with inhibition below about 12%; note: strong numbers were not always called active
# M. tuberculosis: growth inhibition of non-replicating M. tuberculosis (AID 488890); Mycobacterium tuberculosis non-replicating, growth inhibition; higher % means a stronger effect; inhibition, % at 25 µM, or IC50 in µM where a hit was titrated; actives 0.39% (n = 320,000); in the data active = a potency from the dose series; inconclusive = inhibition mostly from about 82% at the one dose, without a potency; inactive = the rest, 99 in 100 with inhibition below about 76%;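 note: plate controls were DMSO cells for no effect and high antibiotic wells for full effect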
# H1N1 NS1A inhibition: H1N1 influenza NS1A inhibitors, functional cell based assay (AID 504329); actives 0.3% (n = 340,000); inhibition, % at 12.5 µM, or IC50 in µM where a hit was titrated; NS1A functional cell-based assay, percent inhibition; higher % means a stronger effect; in the data active = a potency from the dose series; inconclusive = inhibition above about 27% without an active follow-up result; note: strong numbers were not always called active
# Salmonella PhoP GFP: Inhibition of PhoP regulon, Salmonella typhi GFP reporter cells, confirmation, 4 h (AID 1850). inhibition, % at 50 µM, or IC50 in µM where a hit was titrated. Salmonella Typhi PhoP-promoter GFP reporter, fluorescence, 4 h; higher % means a stronger effect. actives 0.33% (n = 310,000); in the data active = a potency from the dose series; inconclusive = inhibition mostly from about 25% at the one dose, without a potency; inactive = the rest, 99 in 100 with inhibition below about 19%;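 note: 0% = induced wells with vehicle and 100% = uninduced wells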
# VEEV TC-83 Vero 10K pilot screen: recorded beside VEEV TC-83 Vero, whose call it bears; inhibition, %; measured here: 10K pilot screen inhibition
# Starred values were filed as active, the others as inactive; i = inactive; ? = inconclusive; / = no result given.
SMILES,H37Rv inhibition,VEEV TC-83 Vero,M. tuberculosis,H1N1 NS1A inhibition,Salmonella PhoP GFP,others
COc1ccc(C(=O)Nc2ccccc2C(=O)N2CCOCC2)cc1OC,-1%,1.2%,-2%,-10%,10%,
O=C(Nc1nnc(/N=C/c2ccco2)s1)c1ccc(F)cc1,-2%,7.8%,-6%,1%,-14%,
O=C(NCc1nnc(SCC(=O)N2CCCCC2)o1)c1c(F)cccc1Cl,-3%,1.5%,-4%,-2%,7%,
CC(C)(C)NC(=O)C[C@H]1C[C@H](C(=O)N2CCCCC2)[C@@]2(C)c3[nH]c4ccc(Cl)cc4c3CCN2C1=O,/,i,/,-7%,/,
Cc1occc1C(=O)Nc1c(F)c(F)c(F)c(F)c1F,-6%,0.8%,3%,1%,12%,
Cc1ccccc1-n1c(C)cc(/C=C2\NC(=O)NC2=O)c1C,?,1.1%,40%,7%,2%,
Cc1ccccc1C(=O)N1CCC(C(=O)Nc2ccc(C)c(S(=O)(=O)N3CCCCC3)c2)CC1,9%,i,45%,-10%,/,
CN(C)C(=O)COC(=O)c1cccnc1Nc1ccccc1F,-2%,1.5%,-2%,-12%,-4%,
COc1ccc(-c2cc(CNC(=O)CN3CCN(C)CC3)on2)cc1,-3%,i,-1%,-8%,-7%,
Cc1ccccc1OCCn1cc(C=O)c2ccccc21,-1%,0.8%,53%,-4%,3%,
Cn1nc(Cc2cccc3ccccc23)c(C#N)c1N,-1%,0.4%,5%,-17%,-2%,VEEV TC-83 Vero 10K pilot screen=2.3
COc1cc(OC)cc(N2C(=O)CC(N3CCC(C(=O)N4CCCCC4)CC3)C2=O)c1 (centres undefined),-7%,2.3%,43%,-7%,8%,
O=c1c2ccccc2c(C=NCc2ccccn2)c(O)n1-c1ccccc1,3%,1.4%,57%,1%,-10%,
CCN(CC)S(=O)(=O)c1ccc(Cl)c(NC(=O)c2ccncc2)c1,-3%,1.1%,2%,-19%,-4%,
CCCCCCCCCn1cc(C(C)=O)c(=O)[nH]c1=O,-6%,1.1%,/,-11%,6%,
CCCCC(=O)NNC(=S)NC(=O)C(c1ccccc1)c1ccccc1,-9%,9.8%,-13%,0%,-1%,VEEV TC-83 Vero 10K pilot screen=11
CC1(C)CC(=O)c2sc(NS(=O)(=O)c3ccc(F)cc3)nc2C1,2%,0.6%,9%,-1%,3%,
CC1CCN(S(=O)(=O)c2ccc(NC(=O)CN3CCCC(C)C3)cc2)CC1 (centres undefined),-5%,i,22%,-1%,13%,
Cc1ccc(S(=O)(=O)NCCNc2ccc(Br)c(C)c2)cc1,12%,1.5%,31%,-10%,/,
FC(F)(F)c1ccccc1Nc1nccs1,-5%,0.4%,-1%,0%,-3%,
Cc1ccc(CNC(=O)Nc2ccc(Cl)cc2)cc1,7%,1.0%,-13%,-3%,1%,
Cc1ccccc1COC(=O)CNC(=O)c1sc2ccccc2c1Cl,?,4.2%,?,-15%,-1%,
CCN(CC)S(=O)(=O)c1ccc(C)c(NC(=S)N2CCN(c3ccccn3)CC2)c1,3%,i,12%,-2%,-6%,
N#CC1=C(N)NC(SCc2ccccc2)=C(C#N)C12CCCCC2,20%,i,28%,1%,-2%,
Cc1cc(C)c(NC(=O)CS(=O)CC(=O)NCC2CCCO2)c(C)c1 (centres undefined),-1%,0.5%,-8%,-2%,-2%,
CC(=O)Oc1ccc(-c2cc3ccccc3oc2=O)cc1,4%,0.8%,9%,-4%,4%,
CCc1cc(C(=O)NCC(c2cccs2)N2CCOCC2)sc1C (centres undefined),0%,4.3%,-8%,-1%,-4%,
CC(NC(=O)C1CCC1)c1ccc2c(c1)OCO2 (centres undefined),-8%,0.3%,9%,-4%,5%,
Cc1ccc(O)c(-c2cc(C(=O)Nc3ccc(S(=O)(=O)N4CC(C)OC(C)C4)cc3)[nH]n2)c1 (centres undefined),-11%,3.8%,-12%,15%,-11%,
COC(=O)c1ccc(N)c(CS(=O)(=O)c2ccc(Cl)cc2)c1,0%,0.1%,-8%,-1%,3%,
Cc1nn(-c2cccc(Cl)c2)nc1C(=O)O,0%,1.8%,-3%,0%,-5%,
O=C1COc2ccc(C(=O)CSc3nnc(Cc4ccccc4)o3)cc2N1,?,0.2%,75%,-11%,2%,
CCOC(=O)C(C)Oc1ncnc2cccc(F)c12 (centres undefined),-2%,i,0%,0%,-6%,
COc1ccc(CCNC(=O)C2CC(=O)N(c3ccc(C)cc3)C2)cc1OC (centres undefined),-8%,1.9%,6%,8%,3%,
Cc1ccc(C(=O)Nc2cccc(C(F)(F)F)c2)cc1NC(=O)c1[nH]cnc1C(N)=O,1%,7.4%,0%,2%,/,
Cc1c(N/C(=N/S(=O)(=O)c2ccc(F)cc2)c2ccccc2)c(=O)n(-c2ccccc2)n1C,-5%,0.1%,5%,-1%,7%,
Cc1cc(Br)ccc1NC(=O)C(C)c1ccc([N+](=O)[O-])cc1 (centres undefined),65%,i,13%,-1%,-10%,
O=C(NCCN1C(=O)S/C(=C\c2ccccc2Cl)C1=O)C1=COCCO1,0%,5.9%,20%,-6%,-13%,
O=C(Cc1ccc(NC(=O)C2CCN(C(=O)C3CC3)CC2)cc1)Nc1ccc(C(=O)N2CCOCC2)cc1,/,0.4%,/,-4%,/,
COc1ccc(/C=C2/SC(=S)N(Cc3ccccc3)C2=O)cc1O,14%,4.2%,-16%,9%,-13%,
Cc1cc(C)c(S(=O)(=O)N2CCCCC2)c(C)c1N(C)S(=O)(=O)c1ccccc1,-7%,i,30%,-10%,3%,
C=CCOc1ccc(CNc2nccs2)cc1,3%,2.5%,15%,-5%,-5%,
O=C(Nc1ccc(NC(=O)C2CC2)nc1)c1ccccc1F,-4%,1.2%,-10%,5%,15%,
CC(=O)OCCC(NS(=O)(=O)OCC(Cl)(Cl)Cl)c1ccccc1 (centres undefined),-7%,0.1%,3%,10%,7%,
S=C(NCc1ccccc1)N1CCCCC1,2%,i,-19%,-14%,-6%,VEEV TC-83 Vero 10K pilot screen=0.4
COc1ccc(N2CCN(C(=O)c3ccc4c(c3)CCN4S(=O)(=O)c3ccccc3)CC2)cc1,7%,0.9%,16%,11%,6%,
COc1ccc(NC(=O)C2CC(=O)n3cnnc3S2)cc1 (centres undefined),-2%,0.6%,37%,19%,9%,
CC(=O)Nc1ccc(C(=O)Nc2cc(S(=O)(=O)N3CCOCC3)ccc2N2CCOCC2)cc1,/,3.1%,/,-2%,/,
O=C(O)c1ccc2c(c1)N(Cc1cccc(F)c1)C(=O)CS2,23%,2.9%,35%,13%,/,
CCOC(=O)CSc1nc2c(sc3ccc([N+](=O)[O-])cc32)c(=O)n1Cc1ccco1,-3%,0.8%,-9%,-5%,-7%,

# Next records
SMILES,H37Rv inhibition,VEEV TC-83 Vero,M. tuberculosis,H1N1 NS1A inhibition,Salmonella PhoP GFP,others
O=C1CN(C(=O)CSc2nnc(C3CC3)n2-c2ccccc2)c2ccccc2N1,-8%,1.7%,-4%,5%,7%,
Cc1cc(C)c(NC(=O)CN(C)C(=O)CNC(=O)c2cccs2)c(C)c1,-9%,0.9%,-10%,-2%,/,
O=C(NCC(=O)N1CCc2ccccc2C1)c1ccc(Cl)cc1Cl,3%,1.1%,8%,-7%,-15%,
CC1CCc2c(C(=O)Nc3ccc(N4CCOCC4)cc3)csc2C1 (centres undefined),3%,5.8%,21%,-15%,2%,
CCn1cc(C(=O)N(C)c2ccc(OC)cc2)c2cc(OC)c(OC)cc2c1=O,-7%,0.3%,0%,23%,-6%,
O=C(Nc1cccnc1)c1cccc(S(=O)(=O)N2CCc3ccccc32)c1,0%,0.7%,24%,-12%,-6%,
O=C(Nc1nccs1)[C@@H]1CC=C[C@@H]2CCN(Cc3ccccc3)C(=O)[C@@H]21,3%,1.1%,0%,10%,-24%,
O=C(N/N=C/c1ccc(O)cc1)/C(=C/c1ccc([N+](=O)[O-])cc1)NC(=O)c1ccccc1,-6%,7.8%,7%,-6%,5%,
O=c1c2ccccc2nc2c3ccccc3c(NCc3ccccn3)nn12,11%,9.1%,-7%,-9%,1%,
CC(C)C(=O)Nc1ccc(S(=O)(=O)Nc2nccc(/C=C/c3ccccc3)n2)cc1,-3%,1.1%,9%,2%,-8%,
Cc1ccc(-c2nnc3ccc(SC(C)C(=O)O)nn23)cc1 (centres undefined),-8%,2.0%,-27%,-6%,3%,
O=C(c1cc2ccccc2c(=O)o1)N1CCCc2ccccc21,-1%,i,14%,-21%,-9%,
C/C(=C\C(=O)c1cccnc1)Nc1ccc(O)cc1,-13%,1.7%,24%,-8%,-1%,
O=C(/C=C/c1c(Cl)cccc1Cl)N1CCOCC1,9%,0.3%,-3%,-21%,-7%,
COc1cccc(NC(=O)NCCc2ccc(Cl)cc2)c1,2%,0.9%,6%,0%,9%,VEEV TC-83 Vero 10K pilot screen=0.5
CCc1ccc(C(=O)NN=C2CCCCCC2)s1,-9%,0.4%,19%,17%,-5%,
Cc1ccc(CC2CC(=O)N(C(Cc3ccccc3)C(=O)O)C2=O)cc1 (centres undefined),2%,1.1%,-2%,-1%,11%,
CCCCNC(=O)C1CCN(Cc2ccccn2)CC1,-1%,3.4%,8%,-1%,-7%,
OCCOc1ccccc1,-9%,0.6%,-6%,3%,-5%,
CCCOc1ccc(C(=O)N2CCN(Cc3ccc4c(c3)OCO4)CC2)cc1,5%,0.1%,15%,-14%,2%,

# The closing 7 entries of the section before open the next one:
SMILES,H37Rv inhibition,VEEV TC-83 Vero,M. tuberculosis,H1N1 NS1A inhibition,Salmonella PhoP GFP,others
O=C(/C=C/c1c(Cl)cccc1Cl)N1CCOCC1,9%,0.3%,-3%,-21%,-7%,
COc1cccc(NC(=O)NCCc2ccc(Cl)cc2)c1,2%,0.9%,6%,0%,9%,VEEV TC-83 Vero 10K pilot screen=0.5
CCc1ccc(C(=O)NN=C2CCCCCC2)s1,-9%,0.4%,19%,17%,-5%,
Cc1ccc(CC2CC(=O)N(C(Cc3ccccc3)C(=O)O)C2=O)cc1 (centres undefined),2%,1.1%,-2%,-1%,11%,
CCCCNC(=O)C1CCN(Cc2ccccn2)CC1,-1%,3.4%,8%,-1%,-7%,
OCCOc1ccccc1,-9%,0.6%,-6%,3%,-5%,
CCCOc1ccc(C(=O)N2CCN(Cc3ccc4c(c3)OCO4)CC2)cc1,5%,0.1%,15%,-14%,2%,
Cc1ccc(Nc2nc(N)nc(CN3CCN(Cc4ccc5c(c4)OCO5)CC3)n2)cc1C,/,7.7%,/,4%,/,
CCOc1cc(NS(=O)(=O)c2ccccc2)c(OCC)cc1NC(=O)c1ccco1,6%,5.9%,17%,8%,-3%,
Fc1ccc(NC(=S)NC2CCN(Cc3ccccc3)CC2)cc1,3%,1.5%,38%,-11%,18%,
CCn1c(COc2ccc(=O)n(-c3ccccc3)n2)nnc1SCc1cccc(OC)c1,5%,3.7%,-4%,-6%,3%,
N/C(=N\OC(=O)COc1ccc2ccccc2c1)c1ccccn1,10%,0.4%,-7%,-5%,28%,
COCCn1c(SCC(=O)N2CC(=O)Nc3ccccc32)nnc1-c1ccoc1C,-4%,5.8%,-12%,-3%,1%,
COc1ccc(CNC(=O)C(C)n2ccc3cc(S(=O)(=O)N4CCCCCC4)ccc32)cc1 (centres undefined),5%,4.3%,-7%,4%,0%,
CC(C)Cc1nnc(NC(=O)CSc2ncn[nH]2)s1,5%,5.7%,2%,1%,1%,
COc1ccc2[nH]c3c(c2c1)CCN1C(=O)C(CC(=O)NCCC2=CCCCC2)C[C@H](C(=O)N(C(C)C)C(C)C)[C@@]31C (some centres undefined),/,6.4%,/,0%,/,
CCOc1ccc(NC(=O)NN2C(C)CCCC2C)cc1 (centres undefined),6%,0.4%,-2%,-3%,4%,
CNC(=O)c1cc(S(=O)(=O)Nc2ccc(C)cc2C)ccc1C,6%,1.9%,7%,-10%,-1%,
CC(=O)Nc1ccc(N(C)S(C)(=O)=O)cc1,-5%,1.9%,-7%,1%,15%,
OC(Cc1ccccc1)(c1ccccc1)C1CN2CCC1CC2 (centres undefined),-7%,0.1%,30%,10%,-2%,
CC(=O)N1CCN(CC(=O)c2ccc(Br)cc2)CC1,6%,1.3%,69%,5%,-2%,
CC(=O)N[C@H]1[C@H](OCc2ccccc2F)O[C@H](COC(C)=O)[C@@H](OC(C)=O)[C@@H]1OC(C)=O,-4%,1.8%,-16%,4%,15%,
COc1cc(/C=N/n2nnnc2N)ccc1O,-3%,1.0%,11%,2%,-4%,

# Compounds were not picked by outcome. Share with any hit: about 1.5%.
